# GSIS activator – GLuc luminescence reporter in INS-1E cells, primary screen for activators of glucose-dependent secretion of insulin. INS-1E GLuc reporter insulin secretion, 2-3 h. activation, % at 16.6 µM. hit rate 0.61% among 370,000. AID 743287, 2014;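 active = lowest replicate activation of at least 40%, so every replicate reaches that level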;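 note: 0% = median of neutral control wells and 100% = median of IBMX positive control wells; some compounds called inactive have numbers as strong as hits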
# PAX8 reporter – inhibitors of PAX8-driven TPO luciferase reporter, primary screen, RMG-I cells, single concentration. SteadyGlo, 24 h. inhibition, % at 12.6 µM. AID 652154, 2013. hit rate 1.2% among 360,000;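 active = mean replicate inhibition at least 60% with every replicate also reaching 60%; inconclusive = only one of the two criteria is met; inactive = mean below 60% and not all replicates reaching 60%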;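 note: luciferase light reporting Pax8 driven TPO promoter activity; plate controls were median of neutral control wells for no effect and mitoxantrone controls for full effect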
# EWS-Fli inh – EWS/Fli-driven NR0B1 reporter inhibitors, primary screen, A673 cells, NR0B1 luciferase, luminescence, MLPCN library | viability-normalised | inhibition, % at 12.6 µM | hit rate 0.67% among 350,000;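 active = mean inhibition of at least 50% after viability correction, with every replicate also passing that limit; inconclusive = mean reaches 50% but only one of two replicates passes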;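 note: firefly luciferase signal divided by Alamar Blue viability fluorescence both relative to DMSO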
# F508del corr – F508del CFTR correction, initial screen, CFBE line, single point; CFBE cells, YFP halide quenching; stimulated with forskolin plus potentiator P3; % fluorescence drop versus neutral controls; hit rate 0.36% among 350,000; AID 720511, 2013; activity (quench increase), % at 7.58 µM;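 active = mean added fluorescence quench of at least 8% versus neutral control, with both replicates also reaching 8%; inconclusive = only one of the mean or replicate conditions met; inactive = mean below 8% and not both replicates reaching 8%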;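 note: cells transiently co-express mutant CFTR-F508del with the halide-sensitive YFP; corrector assay measuring rescue of mutant channel to the surface after 24 h compound exposure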
# XiGFP reactiv – activators of inactive X chromosome reactivation, primary screen, imaging, XiGFP fibroblasts, GFP high-content imaging, set 2. XiGFP mouse fibroblasts, % GFP-positive cells imaging, 3 d; cells co-treated with 5-aza-dC sensitizer; scaled so ellipticine positive control = 100%. activation, % at 7.58 µM. hit rate 0.055% among 360,000. AID 743238, 2013;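 active = mean normalized replicate activation at least 10% and every replicate at or above 10%; inconclusive = only one of the two criteria met; inactive = mean below 10% and not all replicates reach 10%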;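 note: 0% = median of on-plate neutral control wells and 100% = ellipticine 6 µM median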
#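 Material: XiGFP fibroblasts, SV40-immortalized; Buffer or medium: DMEM containing 5-aza-dC; Compound dosing: single point; Times: 3 days compound exposure.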
# DENV2 CPE – inhibitors of DENV2 cytopathic effect, primary screen, cell-based, plate reader, single concentration; DENV2-infected cells, cytopathic effect rescue; CPE inhibition, % at 9.99 µM; hit rate 1.7% among 350,000; AID 651640, 2012; in the data active = CPE inhibition above about 20%, passing the limit was not always enough; inconclusive = no clear call, values can overlap the other calls; tested in BHK-21 cells;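 note: 0% = median of neutral control wells and 100% = median of positive control wells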
# ERp5 inh – inhibitors of ERp5-driven insulin aggregation, primary screen, biochemical, turbidity, absorbance 650 nm, single point | Protein disulfide-isomerase A6 (Homo sapiens), Q15084 | 90 min | inhibition, % at 9.99 µM | hit rate 0.05% among 350,000 | AID 651711, 2012;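 active = mean replicate inhibition above about 25%, with every replicate also reaching it, limit read from the data, passing the limit was not always enough; inconclusive = only one of those two criteria met; inactive = neither criterion met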
# Target sequence (Q15084 whole entry, looked up): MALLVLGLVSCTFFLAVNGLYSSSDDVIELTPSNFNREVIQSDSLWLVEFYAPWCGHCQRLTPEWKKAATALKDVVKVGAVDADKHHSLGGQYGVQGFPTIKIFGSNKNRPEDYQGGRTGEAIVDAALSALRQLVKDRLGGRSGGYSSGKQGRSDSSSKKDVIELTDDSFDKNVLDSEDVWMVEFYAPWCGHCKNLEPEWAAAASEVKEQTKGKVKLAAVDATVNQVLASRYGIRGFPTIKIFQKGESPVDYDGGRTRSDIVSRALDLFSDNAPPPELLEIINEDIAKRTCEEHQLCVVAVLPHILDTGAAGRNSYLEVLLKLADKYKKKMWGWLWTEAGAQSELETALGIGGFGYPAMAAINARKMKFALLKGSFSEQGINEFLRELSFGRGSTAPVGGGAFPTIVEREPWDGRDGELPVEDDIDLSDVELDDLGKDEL
# ARNT-TACC3 inh – disruptors of ARNT/TACC3 protein interaction, primary screen, biochemical, AlphaScreen, single concentration | Transforming acidic coiled-coil-containing protein 3 (Homo sapiens), Q9Y6A5 | AlphaScreen His-ARNT PAS-B/GST-TACC3 binding, luminescence; TACC3 fragment carries E629A point mutation | inhibition, % at 9.99 µM | hit rate 0.66% among 390,000;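 active = mean inhibition of replicates at least 50% and at least half of replicates each reaching 50%; inconclusive = half or more replicates reach 50% but mean below 50%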;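 note: 0% = complete ARNT plus TACC3 wells and 100% = ARNT alone without TACC3; many hits fall short of the cut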
# Active calls of the source: *; ? = inconclusive; . = not tested or not shown. Outcome played no part in choosing rows (roughly 4.2% active in at least one column).
molecule	GSIS activator	PAX8 reporter	EWS-Fli inh	F508del corr	XiGFP reactiv	DENV2 CPE	ERp5 inh	ARNT-TACC3 inh
C[C@@H](C(=O)NCCc1ccccc1)N1C(=O)N2CCc3c([nH]c4ccccc34)[C@@]2(C)C1=O	-12	.	-9	0.0	.	37*	-4	9
COc1cccc(C(C)(O)c2nc(-c3ccc(OC)c(OC)c3)cs2)c1 (stereo not drawn)	.	-11	-9	-2.0	0.0	-1	-1	.
O=C(c1ccc([N+](=O)[O-])cc1)N1CCc2ccccc21	-10	-28	-5	1.4	0.0	-8	-1	-6
COCCN(CC(=O)Nc1cccc(C)c1C)C(=O)c1cc2c(s1)CCC2	8	1	4	4.0	-0.3	0	-5	4
COc1ccccc1NC(=O)c1ccc(NC(=O)C2COc3ccccc3O2)cc1 (stereo not drawn)	-14	-6	-1	1.5	0.0	1	-5	-14
CN(C)CC(=O)N1[C@@H](C#N)[C@H](c2ccccc2-c2ccc(C(=O)N(C)C)cc2)[C@@H]1CO	1	.	-8	1.3	0.0	-2	-2	.
Cc1c(C)c2ccc(O[C@@H]3O[C@H](CO)[C@H](O)[C@H](O)[C@H]3O)cc2oc1=O	11	4	-5	-0.9	0.3	-2	1	-14
Cn1c(/C=C/c2ccccc2)nc2ccccc21	-4	79*	59*	-4.1	0.3	-7	-4	-4
CCOC(=O)c1cnn(Cc2cccc(Cl)c2)c1C	12	6	18	0.9	0.0	-5	-6	-6
O=C(NC1CC1)c1sc2cc(Cl)ccc2c1Cl	-2	-182	-47	-8.0	0.0	-2	4	-7
COC(=O)C[C@H]1CC[C@@H](NC(=O)Nc2cccc(OC)c2)[C@@H](CO)O1	9	-2	-3	0.6	0.0	-7	2	.
Cc1onc(-c2c(F)cccc2Cl)c1C(=O)Nc1ccc(Cl)c(S(=O)(=O)N(C)C)c1	-11	14	6	-2.1	-0.7	-7	-8	.
CCOc1ccc(N/C(=N/c2nc(C)cc(C)n2)NC(C)=O)cc1	25	-2	-9	-1.5	-0.1	15	2	0
Cc1ccc(S(=O)(=O)N2CCN(CC(=O)N/N=C/c3cc([N+](=O)[O-])ccc3Cl)CC2)cc1	-5	7	.	.	0.2	.	.	2
COc1ccc(S(=O)(=O)N[C@@H]2CC[C@@H](CCn3cc(C(C)C)nn3)O[C@H]2CO)cc1	6	0	-16	-2.2	-0.2	-6	-4	-6
COc1ccccc1NC(=O)Cc1nnc(SCC(=O)Nc2ccc(F)cc2F)n1C	-5	10	-13	0.7	0.1	3	1	-5
O=C(Nc1cc(S(=O)(=O)N2CCOCC2)ccc1N1CCCC1)C1CC1	-2	4	17	0.4	0.0	5	-3	3
CCOC(=S)SCC(=O)Nc1nccs1	.	21	-6	1.3	-0.2	6	3	-10
O=C(C1CC1)N1N=C(c2ccc(F)cc2)CC1(O)C(F)(F)F (stereo not drawn)	16	-29	10	3.0	0.0	3	4	-12
CCOC(=O)[C@]12CCCC=C1N(Cc1ccc3c(c1)OCO3)C(=O)[C@H](CC(=O)NCCc1ccccc1OC)C2	-16	6	4	2.5	-0.1	15	-2	.
Cn1cc(C(=O)c2ccc(Cl)cc2Cl)cc1C=O	23	10	-6	-0.3	0.0	0	-2	0
CCc1nnc(NC(=O)c2cc(Cl)ccn2)s1	7	-92	-8	1.6	-0.1	-6	4	.
C[C@@H]1CN([C@H](C)CO)C(=O)c2cc(NC(=O)Cc3ccccc3)ccc2O[C@@H](C)CCCCO[C@H]1CN(C)S(=O)(=O)c1ccc(Cl)cc1	-12	30	3	-0.3	0.0	-16	-4	13
COc1ccccc1CNC(=O)C1CC(c2ccccc2F)=NO1 (stereo not drawn)	15	-47	-30	3.3	0.3	2	-3	-3
C[C@H]1CN([C@@H](C)CO)C(=O)c2cc(-c3ccc(C(=O)N(C)C)cc3)cnc2O[C@H]1CN(C)C(=O)c1cccnc1	18	-4	-7	-3.6	0.6	23	3	-11
O=C(NCCc1ccccc1)C1CCN(C(=O)c2ccc(F)cc2)CC1	24	-9	-9	1.3	0.1	5	1	-9
C[C@@H]1CCCCO[C@H](CN(C)C(=O)Nc2ccccc2)[C@H](C)CN([C@@H](C)CO)C(=O)c2cc(NC(=O)Nc3cccc4ccccc34)ccc2O1	18	-11	9	-1.1	0.2	-1	2	1
COc1ccc(CN(C)C[C@@H]2Oc3c(NC(=O)C4CCOCC4)cccc3C(=O)N([C@@H](C)CO)C[C@H]2C)cc1	10	-13	-7	-3.2	0.0	4	-3	-2
Cc1ccc(N/C=C(\C2OC(=O)c3ccccc32)[N+](=O)[O-])c(C)c1 (stereo not drawn)	-3	2	18	-1.6	0.0	-4	2	.
C[C@H](CO)N1C[C@H](C)[C@H](CN(C)C(=O)C2CCCCC2)Oc2ncc(C#CC3CCCCC3)cc2C1=O	0	.	-5	3.0	-0.4	-6	12	7
COCC#Cc1ccc2c(c1)O[C@H](CN(C)C(=O)Nc1ccccc1F)[C@@H](C)CN([C@H](C)CO)S2(=O)=O	5	.	5	0.5	0.5	6	0	.
CN(C)c1ccc(/C=N/Nc2nncc3ccccc23)cc1	-1	1	-6	-0.7	0.0	-2	-2	-2
CCOc1ccc2nc(SCC(=O)N3c4ccccc4Sc4ccccc43)c(C#N)cc2c1	.	-8	2	.	0.5	6	0	-2
COc1c(NC(C)=O)c2c(c([N+](=O)[O-])c1OC)C(=O)OC2	-11	-1	-2	1.4	0.4	0	5	-4
NC(=O)c1ncn([C@@H]2O[C@H](CNS(=O)(=O)c3cc4ccccc4s3)[C@@H](O)[C@H]2O)n1	13	-7	2	0.0	0.0	0	2	3
CNC(=O)COC(=O)c1ccc(OCC(=O)Nc2ccccc2OC)c(OC)c1	2	20	4	-3.0	0.1	1	?	1
COc1ccc(CCNC(=O)c2cccc([N+](=O)[O-])c2)cc1OC	.	-4	5	0.0	0.2	-5	2	-5
Cc1ccc(C)c(N2CCN(S(=O)(=O)c3ccc4[nH]c(=O)ccc4c3)CC2)c1	.	12	13	1.3	-0.1	-1	2	1
O=C(NC[C@@H]1[C@@H](c2ccccc2)[C@@H](CO)N1C(=O)Cc1cccnc1)C1CCC1	1	-3	-6	0.9	0.0	-15	.	1
Cc1ccc(CNC(=O)c2ccccc2SCC(=O)NCC2CCCCC2)cc1	-19	-3	.	.	0.1	.	.	-1
CC1CCN(c2nc3c(c(=O)n(C)c(=O)n3C)n2Cc2ccccc2)CC1	2	.	3	-1.1	.	1	0	4
CCC1(CC)C(=O)C2=C3C1[C@H](C(=O)OC)CC(C(=O)OC)C[C@H]3n1c(=O)n(C)c(=O)n1[C@H]2C (stereo partly drawn)	-1	7	-1	-2.2	-0.1	7	-4	.
O=S(=O)(c1ccc(F)cc1)N1CCCCN2[C@@H](CO)[C@@H](c3ccc(C#CC4CC4)cc3)[C@@H]2C1	-24	36	-2	1.0	0.0	-34	5	26
N#CC(c1ccccc1)C(CC(=NO)c1ccccc1)c1ccccc1 (stereo not drawn)	.	20	-2	1.0	0.1	3	3	.
Cc1nn(CC(=O)NCCCN2CCCCC2C)c(=O)c2cccn12 (stereo not drawn)	5	-15	2	0.2	0.0	5	1	-3
COc1cccc(NC(=O)N(C)C[C@H]2Oc3cc(C#CC4(O)CCCC4)ccc3S(=O)(=O)N([C@H](C)CO)C[C@H]2C)c1	-22	-27	5	0.9	0.0	13	-2	.
Cc1ccc2c(Cl)c(C(=O)Nc3ccc4c(c3)OCO4)sc2c1	37	-186	.	.	0.2	.	.	-2
COc1ccc(Cl)cc1NC(=O)NNC(=O)c1ccccn1	8	-1	.	-2.0	-0.1	6	-14	27
CN1c2ccc(-c3ccccc3F)cc2[C@@H]2[C@@H](CCN2C(=O)CN2CCOCC2)[C@@H]1CO	-1	4	-8	-1.6	0.0	13	-13	-10
COc1ccc(O)c(CN2CC3CCC(CC3)C2)c1	.	0	2	-0.2	0.0	10	0	3
COc1c(C)cc(S(=O)(=O)NCCN2CCOCC2)c(C)c1C	-1	-1	5	-2.4	0.0	0	-4	-5
O=C(NCCN1CCOCC1)c1cc(Sc2ccccc2Cl)nc2ccccc12	-1	25	-18	.	0.0	1	10	.
O=c1[nH]c2ccccc2cc1-c1nnn(-c2ccc(Cl)c(Cl)c2)n1	1	22	-10	0.6	-0.1	-6	2	2
COc1ccc(/C=C(\NC(=O)c2ccc(C)cc2)C(=O)Nc2c(C)n(C)n(-c3ccccc3)c2=O)cc1	2	23	-1	.	0.1	-1	2	.
CC(=O)Nc1ccc(S(=O)(=O)NCC(=O)OCC(=O)Nc2sccc2C(N)=O)cc1	.	-14	-6	-3.8	0.0	2	3	-16
COc1ccc(NC(=O)Nc2ccc3c(c2)C(=O)N([C@@H](C)CO)C[C@@H](C)[C@H](CN(C)C(=O)c2ccccc2)OCCCC[C@@H](C)O3)cc1	-9	11	14	0.8	0.4	?	6	-4
CN1C(c2ccc(F)cc2)=CS/C1=C(/C#N)c1nnc(N2CCOCC2)n1-c1ccccc1	-7	2	1	-2.7	0.1	6	-2	.
CCCC#Cc1ccc2c(c1)O[C@@H](CN(C)C(C)=O)[C@H](C)CN([C@@H](C)CO)S2(=O)=O	-3	.	-2	0.7	-1.1	-3	-5	1
CN(C(=O)Cc1noc2ccccc12)c1ccccc1	8	1	.	.	-0.1	.	.	-7
O=C1CCCC2=C1C1(CCCC1)N=C(Nc1nc3cc(-c4ccccc4)ccc3o1)N2	-5	-3	-16	-0.9	-0.2	4	0	.

# (continued)
molecule	GSIS activator	PAX8 reporter	EWS-Fli inh	F508del corr	XiGFP reactiv	DENV2 CPE	ERp5 inh	ARNT-TACC3 inh
COc1ccc(C(=O)NCC(=O)OCC(=O)N2CC(C)OC(C)C2)cc1OC (stereo not drawn)	.	6	1	-0.4	0.1	5	-2	6
CC(=O)N1Cc2ccccc2CC1C(=O)NCc1ccccc1F (stereo not drawn)	10	2	5	-1.7	-0.1	13	2	-2
Cc1cc(-c2nnc(SCC(=O)Nc3ccccc3Cl)n2C)no1	0	-7	-1	-0.8	0.1	4	5	-3
CC1=C(C(=O)OC(C)C)C(c2ccc(C)o2)C(C(=O)OC(C)C)=C(C)N1	-47	-2	7	-1.7	0.1	?	10	-2
Cc1ccccc1-c1cnc2c(c1)C(=O)N([C@H](C)CO)C[C@H](C)[C@H](CN(C)Cc1ccccc1F)O2	3	.	11	1.9	0.0	0	1	6
O=C(C[C@H]1CC[C@@H]2[C@H](COC[C@H](O)CN2Cc2cccc(Cl)c2)O1)N1CCOCC1	8	-6	4	-2.2	0.0	-2	-5	20
C=CCOC(=O)c1oc(COC[C@@H](NC(=O)N(C)Cc2ccccc2)c2ccccc2)c(C(=O)OC)c1C(=O)OC	.	-6	-1	0.6	.	14	7	.
